HCT116 bCat-KO – beta-catenin-lacking colon tumor cell growth suppression | AID 818 | 140,000 tested, 1.5% active | viability, % at 10 µM | HCT116 beta-catenin knockout viability, CellTiter-Glo, 60 h; hits give low values;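 active = viability at or under a set limit, the compound median less 4 SD, cut at about 6% in these data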;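 also: 0% = Hyamine 1622 control at 20 µM and 100% = untreated cell control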
GALR2 antag – antagonists of human galanin receptor 2 (GALR2). O43603. GALR2-expressing cells, antagonist mode. inhibition, % at 4 µM. 140,000 tested, 0.39% active. AID 828; in the data active = inhibition above about 27%;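 also: cells stimulated with galanin 1-16 at roughly its EC80; 0% = agonist challenge control and 100% = basal control without agonist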
Target sequence (O43603 whole entry, looked up): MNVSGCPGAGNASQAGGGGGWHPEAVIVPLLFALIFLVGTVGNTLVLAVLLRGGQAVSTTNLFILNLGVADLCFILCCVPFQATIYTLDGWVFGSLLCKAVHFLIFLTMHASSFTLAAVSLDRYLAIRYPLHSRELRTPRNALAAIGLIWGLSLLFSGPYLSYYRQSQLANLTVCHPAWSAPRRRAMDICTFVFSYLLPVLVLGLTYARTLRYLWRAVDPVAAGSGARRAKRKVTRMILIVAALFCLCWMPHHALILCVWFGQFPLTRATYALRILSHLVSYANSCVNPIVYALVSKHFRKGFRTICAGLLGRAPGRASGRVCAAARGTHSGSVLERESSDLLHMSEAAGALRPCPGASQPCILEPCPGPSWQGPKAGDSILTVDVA
Yeast lifespan up – extends the lifespan of yeast. S. cerevisiae growth with nicotinamide, OD615; deaD strain in restrictive glucose medium. inhibition of the nicotinamide effect, % at 10 µM. 130,000 tested, 0.68% active. AID 775;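 active = inhibition above a set limit, placed 3 SD over the median of all compounds, cut at about 26% in these data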;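 also: 0% = nicotinamide-treated wells and 100% = cells grown without nicotinamide; some compounds called inactive have numbers as strong as hits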
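assay system = DeaD-strain S. cerevisiae | measured by = absorbance at 615 nm | probe or stimulus = nicotinamide 1.5 mM | buffer or medium = CSMM-D glucose medium, restrictive | times = 48 h at 30 °C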
NPY-Y2 antag – antagonists of human neuropeptide Y receptor Y2. NPY-Y2 expressing cells, antagonist mode. P49146. inhibition, % at 2.7 µM. 140,000 tested, 0.99% active; in the data active = inhibition above about 17%;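 also: 0% = vehicle with agonist challenge and 100% = reference antagonist with challenge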
Target sequence (P49146 whole entry, looked up): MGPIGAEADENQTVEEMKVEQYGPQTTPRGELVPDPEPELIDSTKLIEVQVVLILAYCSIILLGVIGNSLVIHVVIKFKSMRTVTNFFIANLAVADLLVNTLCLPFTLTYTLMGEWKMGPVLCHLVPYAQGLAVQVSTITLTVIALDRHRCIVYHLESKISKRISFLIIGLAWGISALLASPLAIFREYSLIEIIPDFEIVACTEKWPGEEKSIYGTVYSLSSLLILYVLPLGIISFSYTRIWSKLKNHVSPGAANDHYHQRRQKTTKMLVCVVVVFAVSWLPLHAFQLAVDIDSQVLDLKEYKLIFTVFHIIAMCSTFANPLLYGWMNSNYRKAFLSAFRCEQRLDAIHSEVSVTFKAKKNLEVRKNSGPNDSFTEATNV
Measles CPE – protection of cells from measles virus | Measles virus-infected cells, CPE protection, absorbance | AID 841 | protection (pct of control), % at 4 µM | 140,000 tested, 1.5% active; in the data active = protection mostly above about 24%, no sharp cut-off; inactive = mostly below about 26%; also: some compounds called inactive have numbers as strong as hits
PTEN del growth – PTEN-deleted cell growth suppression; viability, % at 10 µM; 140,000 tested, 1.2% active; HCT116 PTEN-null viability, CellTiter-Glo, 60 h; hits give low values;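 active = viability at or below a set limit, 4 SD under the median of all tested compounds, cut at about 3.7% in these data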;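 also: PTEN knockout HCT116 line with beta catenin targeted HCT116 as companion control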
Phagocytosis inh – macrophage phagocytosis inhibition; J774A.1 macrophage IgG-bead phagocytosis, imaging; inhibition, % at 5 µM; 110,000 tested, 0.07% active;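 active = inhibition above the mean of the plate negative controls plus 5 SD, cut at about 13% in these data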;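 also: phagocytic index as fraction of beads internalized from green versus red external bead signal; plate controls were DMSO negative control for no effect and cytochalasin-D positive control for full effect; some results beyond the cut were filed as inactive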
BB579 growth dn – yeast BB579 growth reduction in restrictive medium; S. cerevisiae BB579 growth, OD615, 48 h; inhibition, % at 10 µM; 140,000 tested, 0.51% active; AID 804;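 active = inhibition above a set limit, 3 SD over the mean compound inhibition, cut at about 44% in these data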; also: inactives centre near -24
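System: Saccharomyces cerevisiae DeaD strain BB579, replicative lifespan model yeast | Buffer or medium: Restrictive glucose-based CSMM-D medium | Times: 4 h preincubation and 48 h exposure at 30 °C | Detection: OD615 turbidity measurement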
E-sel TNF inh – blocks E-selectin expression induced by TNF alpha; inhibition, % at 2 µM; AID 1246; 120,000 tested, 0.71% active; HUVEC TNFa-induced E-selectin immunofluorescence, high content;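 active = inhibition above the batch mean plus 3 SD, and confirmed as a hit on visual image review, cut at about 43% in these data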;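 also: 0% = TNF-stimulated DMSO wells and 100% = unstimulated control wells; not every result past the cut was called active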
MRP-1 activ – activators of MRP-1 | viability increase, % at 10 µM | 140,000 tested, 0.61% active | H69AR cells + doxorubicin, viability rescue, CellTiter-Glo;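 active = viability gain under doxorubicin at or above a set limit, the compound median plus 3 SD, cut at about 4.7% in these data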;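 also: MRP-1 overexpressing cells given doxorubicin 25 µM after compound pretreatment; 18-22 h compound pretreatment then 72 h with doxorubicin before readout; 0% = doxorubicin-only wells and 100% = vehicle-treated cells without doxorubicin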
* hit, by the source's call; nt = no result given.

Values run as follows: HCT116 bCat-KO | GALR2 antag | Yeast lifespan up | NPY-Y2 antag | Measles CPE | PTEN del growth | Phagocytosis inh | BB579 growth dn | E-sel TNF inh | MRP-1 activ
- CSc1ccc(/C=c2\s/c(=C\C(=O)C(C)(C)C)n(CC(=O)NCCC3=CCCCC3)c2=O)cc1
→ 68 | -1 | 7 | 2 | 5 | 58 | -12 | -30 | nt | -4.2
- O=C(NC1CCCc2ccccc21)C1CCCN(S(=O)(=O)c2cnc[nH]2)C1 (centres undefined)
→ 98 | -20 | -7 | -1 | 9 | 105 | 0 | 2 | -17 | 0.5
- O=C(CSc1nnc2c(Cl)cc(Cl)cn12)N1CCN(c2ccc(F)cc2)CC1
→ 89 | 3 | -1 | 4 | 4 | 87 | -3 | -5 | -51 | -2.5
- C=CCn1c(O)c(N=NC(=O)c2ccccc2NS(=O)(=O)c2cccs2)c2ccccc21
→ 92 | -7 | 0 | 1 | 5 | 91 | -6 | -21 | -2 | -0.4
- CN(CC(=O)NCCN1CCN(c2ccccc2)CC1)S(=O)(=O)c1ccc2c(c1)CCC(=O)N2
→ 96 | -5 | -8 | 6 | 12 | 103 | -1 | -11 | 15 | 0.4
- N#Cc1ccc(NC(=O)COC(=O)CNC(=O)C2CCCCC2)cc1
→ 94 | -6 | 5 | 3 | 5 | 92 | 1 | 4 | -17 | -1.7
- C=C(C)COc1ccc(-c2nc(N)nc(C)c2Oc2ccccc2OC)c(O)c1
→ 86 | -5 | -12 | 3 | 5 | 87 | -1 | -36 | 20 | 1.4
- CCOc1ccc(NC(=O)CN(c2ccc(OC)cc2)S(C)(=O)=O)cc1
→ 91 | -10 | -10 | 1 | 12 | 93 | 0 | -21 | -18 | -0.1
- CCCc1nc2ccccc2c(=O)n1/N=C/c1ccc(O)cc1
→ 98 | -2 | -9 | 1 | 23 | 94 | 0 | -38 | -17 | -2.5
- COc1ccccc1CC(=O)Nc1ccc(OC)c(OC)c1
→ 107 | 14 | -4 | 2 | 20 | 102 | -1 | -49 | -25 | -1.0
- COc1ccc(OC)c(NC2c3ccccc3C(=O)N2Cc2ccc3c(c2)OCO3)c1 (centres undefined)
→ 83 | -3 | -5 | 0 | 20 | 79 | nt | -34 | 7 | -0.6
- CC1(C)CC(=O)C(N=Nc2ccc3ncsc3c2)=C(O)C1
→ 96 | 0 | -10 | 4 | 6 | 90 | 1 | 3 | -3 | -2.5
- CC(=O)N(Cc1cc(=O)[nH]c2ccccc12)c1ccccc1
→ 98 | 4 | -2 | 3 | 14 | 98 | 1 | -33 | nt | -1.4
- CCCNc1nc(C)nc2c1cnn2CCc1ccccc1
→ 100 | 4 | -6 | 2 | 3 | 98 | -1 | -9 | 0 | 1.4
- Cc1ccc(C)c(-n2ccnc2SCC(=O)O)c1
→ 104 | 11 | -6 | 1 | 12 | 91 | 0 | -8 | 33 | -0.9

Compound profiles, from the list above.
CCCc1nc2ccccc2c(=O)n1/N=C/c1ccc(O)cc1 is listed as HCT116 bCat-KO: 98; GALR2 antag: -2; Yeast lifespan up: -9; NPY-Y2 antag: 1; Measles CPE: 23; PTEN del growth: 94; Phagocytosis inh: 0; BB579 growth dn: -38; E-sel TNF inh: -17; MRP-1 activ: -2.5
C=CCn1c(O)c(N=NC(=O)c2ccccc2NS(=O)(=O)c2cccs2)c2ccccc21 is listed as HCT116 bCat-KO: 92; GALR2 antag: -7; Yeast lifespan up: 0; NPY-Y2 antag: 1; Measles CPE: 5; PTEN del growth: 91; Phagocytosis inh: -6; BB579 growth dn: -21; E-sel TNF inh: -2; MRP-1 activ: -0.4

The main list resumes; the five compounds before the break are reprinted first.
Values run as follows: HCT116 bCat-KO | GALR2 antag | Yeast lifespan up | NPY-Y2 antag | Measles CPE | PTEN del growth | Phagocytosis inh | BB579 growth dn | E-sel TNF inh | MRP-1 activ
- COc1ccc(OC)c(NC2c3ccccc3C(=O)N2Cc2ccc3c(c2)OCO3)c1 (centres undefined)
→ 83 | -3 | -5 | 0 | 20 | 79 | nt | -34 | 7 | -0.6
- CC1(C)CC(=O)C(N=Nc2ccc3ncsc3c2)=C(O)C1
→ 96 | 0 | -10 | 4 | 6 | 90 | 1 | 3 | -3 | -2.5
- CC(=O)N(Cc1cc(=O)[nH]c2ccccc12)c1ccccc1
→ 98 | 4 | -2 | 3 | 14 | 98 | 1 | -33 | nt | -1.4
- CCCNc1nc(C)nc2c1cnn2CCc1ccccc1
→ 100 | 4 | -6 | 2 | 3 | 98 | -1 | -9 | 0 | 1.4
- Cc1ccc(C)c(-n2ccnc2SCC(=O)O)c1
→ 104 | 11 | -6 | 1 | 12 | 91 | 0 | -8 | 33 | -0.9
- Cc1ccc(C(=O)COc2ccccc2C(=O)Nc2ccccc2)cc1
→ 98 | -1 | -8 | 0 | 2 | 114 | nt | -44 | -52 | -0.5
- C#CCOCCOCCOCCNc1nc(N2CCN(C(=O)[C@H]([C@@H](C)CC)n3cc(CCCCN)nn3)CC2)nc(N2CCN(C(=O)[C@H](C)n3cc(CCC(=O)O)nn3)CC2)n1
→ 105 | 8 | -2 | 4 | 4 | 98 | nt | -6 | 13 | -1.4
- Cc1cc(OCc2nc(-c3cccnc3)no2)c(C)cc1Br
→ 101 | -5 | -2 | 1 | 6 | 94 | 1 | -17 | 5 | -2.1
- O=C1c2ccccc2C(=O)N1CCCCN(C(=O)c1cc2ccccc2oc1=O)c1ccc(F)cc1F
→ 97 | -5 | 6 | 0 | 5 | 88 | -10 | -28 | 9 | -1.7
- O=C(CSc1nnnn1C1CCCC1)NCc1ccccc1
→ 80 | -3 | -13 | 1 | 1 | 82 | nt | -7 | -8 | -2.0
- O=Cc1cn(-c2ccccc2)nc1-c1cc2ccccc2oc1=O
→ 106 | -1 | -2 | 5 | 13 | 106 | -1 | -68 | 17 | -0.9
- O=C(Cn1cnc2scc(-c3ccccc3)c2c1=O)N1CCOCC1
→ 86 | 4 | -22 | 5 | 25 | 94 | 0 | 0 | 8 | -2.3
- COC(=O)C1C(=O)c2c([nH]c(C(=O)OC3CCCC3C)c2C)CC1C (centres undefined)
→ 74 | -1 | 1 | 3 | 25 | 76 | 0 | -64 | -4 | 1.3
- CN(c1ccc(C(=O)NCCSCc2ccccc2)cc1)S(=O)(=O)c1ccccc1
→ 91 | 4 | -1 | 11 | 2 | 91 | -2 | -16 | 3 | -1.3
- Cc1nn(-c2ccccc2)c2sc(C(=O)c3c(N)n(C)c(=O)n(C)c3=O)cc12
→ 89 | -1 | -4 | 2 | 3 | 87 | 0 | -18 | -19 | -5.3
- COc1ccc(S(=O)(=O)N2CCCC(C(=O)Nc3ccc(NC(=O)c4ccccn4)cc3)C2)cc1 (centres undefined)
→ 79 | 21 | -7 | 1 | 6 | 73 | -1 | -36 | 0 | 0.5
- CN1CCN(C(=O)/C=C/c2ccc([N+](=O)[O-])cc2)CC1
→ 92 | -6 | 3 | 2 | 4 | 91 | -9 | -23 | nt | -2.2
- O=C(COc1ccc(Cl)cc1)NCc1nnc(SCC(=O)N2CCCCC2)o1
→ 100 | -7 | -11 | 3 | 4 | 97 | 0 | -17 | 10 | 0.7
- CN1CCN(CCCNC(=O)c2cc3c(-c4ccc(Cl)cc4)nn(C)c3s2)CC1
→ 1.5* | 12 | -12 | 0 | 5 | 1.7* | nt | 31 | -19 | -6.1
- O=C(NC1CCCCC1)C(c1ccco1)N(Cc1cccs1)C(=O)Cn1nnc2ccccc21 (centres undefined)
→ nt | 8 | nt | 42* | nt | nt | 4 | nt | 2 | nt
- O=C(O)CCc1ccc(-c2ccc(F)cc2)n1NC(=O)c1ccco1
→ 98 | 10 | -1 | 8 | 6 | 109 | -1 | -57 | -1 | -1.1
- CCn1c(-c2ccc3[nH]c(C)c(C)c3c2)n[nH]c1=S
→ 103 | 0 | -8 | 3 | nt | 93 | 0 | -28 | -17 | -1.3
- CC(=O)C1C(=O)CC(C)(O)C(C(C)=O)C1c1ccc(N(C)C)cc1 (centres undefined)
→ 92 | -1 | -5 | 2 | 23 | 96 | -1 | -19 | 10 | -1.7
- COc1ccccc1NC(=O)Cc1csc(NC(=S)Nc2ccc(C)cc2)n1
→ 68 | -9 | -14 | 1 | 23 | 76 | -1 | -10 | -23 | -2.8
- CCc1ccc(OCC(=O)N(C)CCC#N)c(Br)c1
→ 85 | -19 | -10 | 2 | 17 | 98 | 4 | -6 | -14 | -1.4
- COc1cccc(C2CC(c3cccs3)Nc3ncnn32)c1 (centres undefined)
→ 95 | 4 | -14 | 0 | 1 | 104 | nt | -3 | -32 | 0.7
- Cc1nn(Cc2c(Cl)cccc2Cl)c(C)c1N
→ 94 | -9 | nt | 0 | 3 | 95 | nt | -6 | -2 | -1.4
- COC(=O)c1ccc(CSc2n[nH]c(C)n2)o1
→ 96 | 0 | 3 | -1 | 27 | 91 | -2 | -24 | -14 | -0.4
- COc1ccc(-c2noc(COc3ccc(C)c(C)c3)n2)cc1OC
→ 110 | -6 | 0 | 15 | 11 | 98 | 0 | -33 | -21 | 3.2
- Cc1cc(C(=O)CN2C(=O)NC(c3ccccc3)(c3ccccc3)C2=O)c(C)n1Cc1ccccc1
→ 82 | -4 | -1 | -1 | 12 | 68 | nt | -43 | 23 | -4.0
- Cc1nnc(N2C(=O)c3cccc4cccc(c34)C2=O)s1
→ 112 | -1 | -15 | 4 | 27 | 100 | 1 | 15 | -5 | 0.1
- Cc1c(=O)n(OCc2ccccn2)c2ccccc2[n+]1[O-]
→ 115 | -13 | -11 | 3 | 17 | 108 | nt | -41 | 6 | 0.9
- NC(=O)CN1C(=O)C2C3C=CC(C3)C2C1=O (centres undefined)
→ 114 | 12 | 1 | 1 | 5 | 107 | 1 | -17 | nt | 1.5
- CCC(NC(=O)c1ccccc1NC(=O)c1ccco1)C(=O)NC1CCCCC1 (centres undefined)
→ 92 | -6 | -15 | 2 | 13 | 91 | 0 | -8 | 30 | -1.7
- O=C1CCCN1CCC1CCN(C(=O)Nc2ccccc2)CC1
→ 97 | 4 | 2 | 2 | 11 | 108 | -1 | 0 | -1 | -0.7
- COc1cc(-c2nc3ccc4ccccc4c3c3c2CCC3)cc(OC)c1O
→ 81 | 20 | -13 | 3 | 3 | 81 | -2 | -16 | nt | -2.6
- O=C(CC1S/C(=N/N=C/c2cccs2)NC1=O)Nc1ccc(Cl)c(Cl)c1 (centres undefined)
→ 86 | -2 | -5 | -2 | 14 | 73 | -10 | -41 | 0 | -2.3
- CCOC(=O)C1CCN(C(=O)c2ccccc2NS(=O)(=O)c2ccc(F)cc2)CC1
→ 94 | 2 | 3 | 1 | 8 | 94 | -5 | -4 | 9 | -1.8

Source: PubChem (several laboratories)
